# Source: PubChem BioAssay (several laboratories)
# Rv3671c inh: Rv3671c (M. tuberculosis) protease inhibition; P9WHR9; inhibition, % at 5.96 µM; 0.048% of 320,000 active; in the data active = inhibition above about 38%;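 also: extracellular domain of Rv3671c used as enzyme; 0% = enzyme with DMSO and 100% = no enzyme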
# Target sequence (P9WHR9 whole entry, looked up, the tested form may be a part): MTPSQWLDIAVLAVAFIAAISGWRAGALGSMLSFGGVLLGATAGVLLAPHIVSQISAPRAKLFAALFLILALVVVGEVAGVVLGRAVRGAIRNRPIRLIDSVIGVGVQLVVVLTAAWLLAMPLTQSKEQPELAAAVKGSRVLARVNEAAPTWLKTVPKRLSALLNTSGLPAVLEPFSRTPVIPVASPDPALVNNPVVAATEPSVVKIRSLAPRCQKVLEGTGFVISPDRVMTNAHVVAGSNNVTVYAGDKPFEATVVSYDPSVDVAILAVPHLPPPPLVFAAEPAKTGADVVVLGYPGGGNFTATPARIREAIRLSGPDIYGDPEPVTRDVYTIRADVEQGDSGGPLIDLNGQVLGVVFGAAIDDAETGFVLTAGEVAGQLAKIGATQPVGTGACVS
# Mtb BioA inh: blocks M. tuberculosis BioA enzyme activity; purified M. tuberculosis BioA enzyme, plate reader; inhibition, % at 9.99 µM; 0.096% of 360,000 active; in the data active = inhibition above about 40%; inconclusive = no clear call, values can overlap the other calls
# FadD28 FP inh: M. tuberculosis FadD28 bisubstrate binding inhibition; inhibition, % at 12.5 µM; 0.22% of 360,000 active; FadD28 bisubstrate probe binding, fluorescence polarization; in the data active = inhibition above about 8.5%, passing the limit was not always enough; inconclusive = no clear call, values can overlap the other calls
# MazF activator: MazEF (E. coli) toxin RNase activation. 0.32% of 350,000 active. AID 504720. activation, % at 20 µM. P0AE70. FAM/BHQ RNA-DNA oligo cleavage fluorescence, 5 h; in the data active = activation above about 50%
# Target sequence (P0AE70 whole entry, looked up): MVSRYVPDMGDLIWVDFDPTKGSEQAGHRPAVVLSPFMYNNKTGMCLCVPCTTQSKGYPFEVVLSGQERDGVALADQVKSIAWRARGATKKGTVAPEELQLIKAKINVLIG
# FBA Mtb inh: Mtb fructose-bisphosphate aldolase inhibition; purified M. tuberculosis FBA, fluorescence read-out; inhibition, % at 1 µM; 2.3% of 360,000 active; in the data active = inhibition above about 27%;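 also: 0% = vehicle and 100% = reference inhibitor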
# CCHFV vOTU inh: CCHFV vOTU protease inhibition; Pep-AMC fluorescence; inhibition, % at 11.5 µM; 0.55% of 370,000 active; also: 0% = vehicle wells with enzyme and 100% = no enzyme wells
# Mtb UGM inh: Mtb UDP-galactopyranose mutase inhibition | P9WIQ1 | purified UGM, fluorescence polarization probe displacement | inhibition, % at 10 µM | 0.06% of 320,000 active | AID 504406; in the data active = inhibition above about 10%, passing the limit was not always enough; inconclusive = no clear call, values can overlap the other calls
# Target sequence (P9WIQ1 whole entry, looked up): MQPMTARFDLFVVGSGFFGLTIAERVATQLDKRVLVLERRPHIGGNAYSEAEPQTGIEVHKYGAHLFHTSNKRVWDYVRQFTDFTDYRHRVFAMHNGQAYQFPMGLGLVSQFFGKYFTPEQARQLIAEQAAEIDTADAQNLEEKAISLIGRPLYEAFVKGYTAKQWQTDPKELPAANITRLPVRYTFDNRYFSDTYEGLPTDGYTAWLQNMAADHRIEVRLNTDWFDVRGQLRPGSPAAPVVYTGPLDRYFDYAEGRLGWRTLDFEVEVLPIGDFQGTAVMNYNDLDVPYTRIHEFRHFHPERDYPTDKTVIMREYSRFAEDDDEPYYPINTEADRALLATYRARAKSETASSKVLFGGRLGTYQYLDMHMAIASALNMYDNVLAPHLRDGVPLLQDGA
# VHR inh abs: blocks human VHR1 dual specificity phosphatase; P51452; recombinant VHR phosphatase, pNPP absorbance; inhibition, % at 13.3 µM; 0.52% of 290,000 active; AID 1654; in the data active = inhibition above about 50%; also: some compounds called inactive have numbers as strong as hits
# Target sequence (P51452 whole entry, looked up): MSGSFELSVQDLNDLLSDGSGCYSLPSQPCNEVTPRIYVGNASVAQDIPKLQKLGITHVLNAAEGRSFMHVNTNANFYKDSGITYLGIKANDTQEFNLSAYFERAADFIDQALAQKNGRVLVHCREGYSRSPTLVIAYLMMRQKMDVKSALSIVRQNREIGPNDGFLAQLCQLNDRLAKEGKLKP
# BoNT F protease: blocks Botulinum neurotoxin F light chain protease; 0.22% of 360,000 active; Multiplex microsphere protease cleavage assay, flow cytometry; inhibition, % at 10 µM; in the data active = inhibition above about 35%, passing the limit was not always enough; inconclusive = no clear call, values can overlap the other calls; also: plate controls were buffer without enzyme for full effect and enzyme alone for no effect
# GDH-TPI counter: GDH-TPI coupled enzyme inhibition counter-screen; 1.2% of 360,000 active; GDH-TPI coupled enzyme counterscreen, NADH absorbance; inhibition, % at 4.8 µM;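 also: 0% = DMSO wells and 100% = wells lacking the enzyme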
# * hit, by the source's call; i = inactive; ? = inconclusive; . = not tested or not shown. Rule as the data show it, unless noted: active = inhibition above about 30%; inactive = the rest.
SMILES,Rv3671c inh,Mtb BioA inh,FadD28 FP inh,MazF activator,FBA Mtb inh,CCHFV vOTU inh,Mtb UGM inh,VHR inh abs,BoNT F protease,GDH-TPI counter
Cc1ccc2c(c1)c1c3n2CCCN(Cc2ccccc2)C3CCC1 (configuration not stated),2,-1.4,-1.0,-10,-3,2,1.7,15,-11,2
C#CCOCCOCCOCCNc1nc(N2CCN(C(=O)[C@H](CCC(=O)O)n3cc(C(N)CC(C)C)nn3)CC2)nc(N2CCN(C(=O)[C@H](Cc3ccc(O)cc3)n3cc(C(N)CC(C)C)nn3)CC2)n1 (some centres not stated),5,-1.0,-0.9,5,4,.,-2.5,7,-6,14
O=C(O)c1ccc(NS(=O)(=O)c2cccc(C(=O)Nc3ccc(Br)cc3)c2)cc1,-10,0.3,-3.8,6,-3,-8,-0.6,14,?,-4
COc1ccc(NC(=O)c2nc(SC)ncc2Cl)cc1,-8,.,-2.6,0,-6,-8,-1.7,6,6,3
Cc1ccc(CSCc2nc3ccccc3[nH]2)cc1,.,.,-1.9,-11,2,8,.,12,-4,1
Cc1ccsc1C(=O)N1CCC(N2CCC(C(=O)NCC3CCCO3)CC2)CC1 (configuration not stated),-30,.,-3.1,-12,-3,1,-0.4,30,-5,-2
O=C1CC(=O)OC(c2ccc([N+](=O)[O-])cc2)O1,.,-0.4,-1.4,-20,1,.,.,.,3,4
CN(C)C(CNC(=O)/C=C/c1cccc(Cl)c1)c1ccccc1 (configuration not stated),-6,.,0.0,-4,1,7,-0.8,11,-1,3
Cc1noc(C)c1C(=O)N1CCCc2ccccc21,5,.,-1.2,-2,-3,2,-0.8,36,-5,7
NC(=O)c1ncn([C@@H]2O[C@H](CNCc3cc(Cl)ccc3OCc3ccc(Cl)cc3)[C@@H](O)[C@H]2O)n1,.,-1.1,-1.2,7,5,-6,.,.,-4,7
CC(C)c1nnc(NC(=O)CN(C)S(=O)(=O)c2ccc3c(c2)OCCO3)s1,-3,-1.3,1.7,4,-3,4,-0.3,1,-1,17
O=C(O)c1cccnc1SC1CC(=O)N(c2ccc(OC(F)F)cc2)C1=O (configuration not stated),0,-1.2,-4.2,-15,0,-5,0.4,25,2,5
COc1cccc(C(=O)Nc2ccccc2OC(F)(F)F)c1,-2,0.0,-5.6,3,-1,-6,2.4,1,2,-8
CCCCc1c(O)nc(SCC(=O)NC(C)(C)C)n(-c2ccccc2C)c1=O,2,0.4,-2.6,-4,4,4,3.6,16,3,5
CC(=O)c1ccc(NC(=O)NCc2ccc(F)cc2)cc1,-1,.,.,0,2,3,0.7,19,-5,-2
C=CC(=O)OCCOCCOCCOCCOC(=O)C=C,10,-0.3,-2.6,1,-1,-1,1.5,.,-1,0
CCOC(=O)C1=C(c2ccccc2)NC(=O)NC1c1ccsc1 (configuration not stated),.,0.6,-1.2,7,0,-11,-0.4,23,?,-1
Cc1ccc(OCC(=O)Nc2ccc3c(c2)nc(CCN2CCC(C)CC2)n3C)cc1,0,0.0,-0.4,13,8,-2,1.5,17,5,2
CN(C)c1ccc(/C=C/C(=O)c2c(O)c3ccccc3oc2=O)cc1,-48,-0.3,1.4,-78,1,4,-1.3,9,9,3
Cc1ccc(S(=O)(=O)Nc2cccc(C(=O)NCc3ccc(S(N)(=O)=O)cc3)c2)cc1,-11,2.6,-4.4,14,27*,-16,0.7,5,-12,5
CC1(C(=O)NC2CCCCCCC2)CCC(=O)N1Cc1cccs1 (configuration not stated),-6,3.2,-1.1,-1,1,-6,-1.8,-8,2,11
CC(=O)c1ccc(OCCCC(=O)Nc2ccc(C)c(S(=O)(=O)N3CCCCC3)c2)cc1,.,-2.0,-0.7,1,1,1,.,.,.,-2
Cc1c2cnn(CC(=O)N3CCOCC3)c(=O)c2c(C)n1Cc1ccc(F)cc1,.,4.1,-2.3,.,7,-1,.,.,-6,1
CCC12CN3CCN(CC(C3)/C1=N\NC(=O)c1ccc(F)cc1)C2,-4,.,0.5,6,-2,-13,0.3,25,4,1
S=C(Nc1ccc(Cl)cc1Cl)Nc1ccccc1Oc1ccccc1,-11,0.0,-2.9,1,-1,.,1.6,-5,-2,-4
# Further entries:
SMILES,Rv3671c inh,Mtb BioA inh,FadD28 FP inh,MazF activator,FBA Mtb inh,CCHFV vOTU inh,Mtb UGM inh,VHR inh abs,BoNT F protease,GDH-TPI counter
O=c1c2cc(N3CCOCC3)ccc2[nH]c(=S)n1CC1CCCO1 (configuration not stated),3,3.5,-3.0,8,10,1,-3.3,-2,-10,1
CC(=O)O[C@H]1CSC[C@H]1NC(=O)c1ccccc1,-1,0.2,-0.5,-13,-2,-12,-2.5,17,4,0
CC(=O)Nc1nc2ccccc2n1Cc1ccccc1C,1,-1.8,-2.8,-2,-3,8,1.0,10,-43,5
COc1cc2c(ccc3cc(OC)c(OC)c(O)c32)cc1O,-1,-1.2,3.7,6,6,-1,2.0,53*,-8,-1
Cc1c(C(=O)N2CCCCC2)nnn1-c1nonc1N,1,0.2,-1.9,12,0,2,0.8,6,-4,-14
S=C(NCc1ccco1)N1CCN(c2ccc(Cl)cc2)CC1,-4,.,0.1,4,0,-15,4.8,2,-4,4
O=C(CN1C(=O)c2ccccc2C1=O)OCC(=O)c1ccc(F)cc1,6,-0.5,-1.9,2,2,-7,0.2,.,-6,-2
NNC(=O)COc1ccccc1F,-9,.,-3.9,-4,-4,-7,1.9,-2,-3,-2
O=C(Nc1cccnc1)C12CC3CC(CC(C3)C1)C2,3,2.0,-0.7,3,0,-4,-1.9,7,-5,1
CC(Sc1ncccn1)C(=O)NC1CCCC1 (configuration not stated),-6,4.7,-2.3,3,1,3,-1.0,.,-1,6
O=C(COc1coc(CN2CCN(c3ccccc3F)CC2)cc1=O)N1CCc2ccccc21,-4,-0.6,0.1,-17,-3,-5,-1.9,.,6,-10
Cc1ccccc1NC(=O)Cc1nc(COC(=O)c2cc(Cl)ccc2O)cs1,-9,-1.4,-4.2,-2,5,-3,-1.7,-6,7,10
Cc1nc2ccc(S(=O)(=O)NCC(=O)NC(C)c3ccccc3)cc2s1 (configuration not stated),-1,.,-1.6,7,2,5,-2.3,3,-8,-2
O=C(OCc1cc2ccccc2[nH]c1=O)c1cccs1,-9,-1.2,-0.4,20,1,-1,2.0,22,1,15
O=C(NN1C(=O)C2CCCCC2C1=O)c1ccco1 (configuration not stated),-5,.,-2.0,-6,-1,-18,7.5,35,?,2
O=S(=O)(Nc1nc2ccccc2nc1N1CCN(c2ccccc2F)CC1)c1ccc(Cl)cc1,-4,2.3,1.4,5,0,4,-0.9,8,-3,11
CC(=O)c1cccc(NC(=O)N2CCCC2C(=O)Nc2cccc(C)c2)c1 (configuration not stated),6,0.0,-0.6,6,0,3,0.4,2,-14,9
O=C(NCCN1CCCCC1)c1ccc(Cl)nc1Cl,-2,.,-0.6,-2,-1,-4,0.1,7,0,2
O=C(O)COc1ccccc1/C=N/NC(=O)CSc1nnc(-c2ccc(Cl)cc2)n1C1CCCCC1,-4,-0.5,-5.1,-9,-1,0,-0.2,24,-6,4
N=C1/C(=C\c2coc3ccccc3c2=O)C(=O)N=C2SC(c3ccncc3)=NN12,-22,-6.5,-6.8,i,8,22,-1.8,15,-2,32*
CCCc1nn2c(=O)cc(CSCC(=O)Nc3ccccc3OC)nc2s1,-15,0.0,0.6,3,4,4,0.1,14,0,18
C=CCOc1ccc(CC2C(=O)N(C)C(=O)N(C)C2=O)cc1,-8,.,-1.6,7,0,9,0.0,-7,0,-5
Cc1ccnc(NC(=O)C2CCN(S(=O)(=O)c3ccc4ccccc4c3)CC2)c1,-4,.,-1.2,3,0,5,4.9,.,-20,2
CC1CCCC(C)N1C(=O)COC(=O)c1ccc(O)cc1 (configuration not stated),-1,-5.4,-0.4,-5,-1,-4,3.1,-2,2,4
CCc1cc(=O)oc2c(C)c(OCC(=O)NCCCN3CCOCC3)ccc12,-11,3.3,-1.2,3,19,2,-0.6,61,-5,12
# More compounds:
SMILES,Rv3671c inh,Mtb BioA inh,FadD28 FP inh,MazF activator,FBA Mtb inh,CCHFV vOTU inh,Mtb UGM inh,VHR inh abs,BoNT F protease,GDH-TPI counter
O=P(O)(CCc1ccccn1)CN1CCOCC1,3,1.3,-1.5,-6,-2,8,0.7,-5,0,0
CCOC(=O)CSc1nc2ccccc2c(=O)n1CC(C)C,4,.,-3.7,2,0,-3,0.7,17,0,-1
CC1CC(=O)Nc2ccccc2N1S(=O)(=O)c1ccc(Br)cc1 (configuration not stated),1,0.8,-3.3,1,2,8,-0.4,13,8,-1
O=C(NCCCN1CCOCC1)c1sc2cc([N+](=O)[O-])ccc2c1Cl,-19,1.7,-0.5,-7,54*,.,0.4,46,4,4
CC(C)CNc1nc(N)c([N+](=O)[O-])c(NC2CCCCC2)n1,-5,-0.9,-0.8,-3,3,-6,-0.2,10,15,-1
Cc1c(/C=N/NC(=O)c2cccs2)c2ccccc2n1Cc1ccccc1Cl,-6,-0.8,-1.1,-5,4,-9,3.7,11,-2,12
CC1Cc2cc(/C(O)=C3/C(=O)C(=O)N(Cc4ccco4)C3c3cccs3)ccc2O1 (configuration not stated),-21,0.3,-4.0,3,0,11,1.4,6,-1,23
CCN(Cc1ccccc1)C(=O)CCS(=O)(=O)c1ccc2c(c1)NC(=O)CO2,-4,4.7,-3.2,9,1,8,-0.2,0,0,-6
COc1cc2c(C(=O)O)c(C)n(C)c2cc1Br,2,.,-3.6,3,-9,4,2.5,26,-3,1
CC1(c2nnc(-c3ccccc3)o2)CC(c2cccc(Cl)c2)=NO1 (configuration not stated),-9,-1.5,-2.9,-7,2,-3,-0.7,26,3,14
CCN(c1ccccc1)c1nc(C#N)nc(N(CC)c2ccccc2)n1,-8,-0.4,-4.1,-16,1,10,1.0,23,-13,7
CN=c1scc(C)n1/N=C/c1ccc2c(c1)OCO2,-8,.,0.7,13,0,3,-0.5,4,-5,18
O=[N+]([O-])c1ccccc1CNC1CCCCCC1,-2,-1.1,-2.1,6,-3,7,-0.8,3,0,0
CCOc1cc(/C=N/N=C(N)N)ccc1OCc1ccc(Cl)cc1,0,3.0,-10,-1,0,20,-1.7,-3,-24,0
COC(=O)c1c(F)c(F)c(NCCO)c(F)c1F,-2,0.9,0.7,0,0,3,3.8,15,6,-1
CCCCS(=O)(=O)c1sc2nc(C)cc(C)c2c1N,-10,0.8,0.9,2,1,2,-1.3,4,-9,2
COc1ccc2oc3cc(Cl)ccc3c(=O)c2c1,.,-1.2,-2.5,.,27,-27,.,.,6,.
Cc1nc(-c2ccccn2)sc1C(=O)Nc1ccc(Cl)c(Cl)c1,-40,4.0,0.4,1,-2,2,-1.1,23,-4,10
O=C1NC(=Nc2ccc(F)cc2)SC1Cc1ccc(F)cc1 (configuration not stated),1,3.1,-1.6,-6,0,-2,2.3,10,-2,3
COc1ccc(OC)c(Cc2nnc(CCC(=O)N3CCCCC3)o2)c1,-2,-0.1,-0.9,3,7,-2,-2.6,27,-5,-9
CCN(CC)CC(=O)N1CCCC(C(=O)c2ccccc2OC)C1 (configuration not stated),-5,-0.4,-2.6,-3,1,9,1.0,30,-7,8
CCN(CC)CC(=O)Nc1ccc(Oc2ccc(NC(=O)CN(CC)CC)cc2)cc1,-6,.,-2.3,4,3,-6,0.9,-17,2,0

# 6 structures from above, ordered by count of non-hydrogen atoms, smallest number first.
SMILES,Rv3671c inh,Mtb BioA inh,FadD28 FP inh,MazF activator,FBA Mtb inh,CCHFV vOTU inh,Mtb UGM inh,VHR inh abs,BoNT F protease,GDH-TPI counter
COc1cc2c(C(=O)O)c(C)n(C)c2cc1Br,2,.,-3.6,3,-9,4,2.5,26,-3,1
CN=c1scc(C)n1/N=C/c1ccc2c(c1)OCO2,-8,.,0.7,13,0,3,-0.5,4,-5,18
O=C1NC(=Nc2ccc(F)cc2)SC1Cc1ccc(F)cc1 (configuration not stated),1,3.1,-1.6,-6,0,-2,2.3,10,-2,3
CC1(c2nnc(-c3ccccc3)o2)CC(c2cccc(Cl)c2)=NO1 (configuration not stated),-9,-1.5,-2.9,-7,2,-3,-0.7,26,3,14
Cc1c(/C=N/NC(=O)c2cccs2)c2ccccc2n1Cc1ccccc1Cl,-6,-0.8,-1.1,-5,4,-9,3.7,11,-2,12
CCN(CC)CC(=O)Nc1ccc(Oc2ccc(NC(=O)CN(CC)CC)cc2)cc1,-6,.,-2.3,4,3,-6,0.9,-17,2,0

# An unsorted share of the library. About 4.9% of those tested had a hit in this group.
